# Screening results (PubChem)
# RXFP1 antagonist – blocks the human relaxin receptor RXFP1. HEK293-RXFP1, relaxin-stimulated cAMP HTRF, 30 min; active compounds read low. activity change, negative = inhibition, % at 57.5 µM. actives 0.59% (n = 350,000). Q9HBX9;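 active means activity change of -60% or lower, but not beyond a set lower limit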
# Target sequence (Q9HBX9 whole entry, looked up): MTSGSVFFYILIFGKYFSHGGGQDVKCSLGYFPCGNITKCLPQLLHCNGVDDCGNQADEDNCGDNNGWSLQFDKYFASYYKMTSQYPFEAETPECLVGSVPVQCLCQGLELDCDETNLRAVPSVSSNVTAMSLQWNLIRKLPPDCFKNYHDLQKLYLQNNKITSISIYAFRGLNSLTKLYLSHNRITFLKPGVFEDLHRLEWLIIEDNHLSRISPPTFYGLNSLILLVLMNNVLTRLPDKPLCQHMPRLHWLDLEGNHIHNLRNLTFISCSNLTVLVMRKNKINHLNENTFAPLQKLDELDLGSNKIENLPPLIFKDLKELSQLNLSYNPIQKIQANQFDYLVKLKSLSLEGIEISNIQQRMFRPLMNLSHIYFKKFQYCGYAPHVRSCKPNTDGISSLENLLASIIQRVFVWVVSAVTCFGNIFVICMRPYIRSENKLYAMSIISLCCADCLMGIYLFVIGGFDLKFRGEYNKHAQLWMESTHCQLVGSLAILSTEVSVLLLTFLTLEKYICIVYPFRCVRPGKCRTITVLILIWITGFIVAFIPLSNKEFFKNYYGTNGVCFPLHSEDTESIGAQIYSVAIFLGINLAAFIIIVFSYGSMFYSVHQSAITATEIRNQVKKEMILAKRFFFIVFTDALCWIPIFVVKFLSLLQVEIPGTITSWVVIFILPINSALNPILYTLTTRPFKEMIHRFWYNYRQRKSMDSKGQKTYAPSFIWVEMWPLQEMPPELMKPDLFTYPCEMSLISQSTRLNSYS
# Starred values were filed as active, the others as inactive. On the % scale 0 is the no-effect control and ±100 the full control effect. An excerpt; the hit share may differ from the screen's.
COc1ccccc1NC(=O)c1ccc(NC(=O)COC(=O)c2cccnc2Cl)cc1
  RXFP1 antagonist: -8.8
NCC(=O)NCC(=O)NC1(C(=O)O)CCCC1
  RXFP1 antagonist: -3.5
COc1cc(NC(=O)c2cc(OC)c(OC)c(OC)c2)c2ncccc2c1
  RXFP1 antagonist: -1.7
CN(C(=O)CSc1nnc(C(F)(F)F)n1C)c1c(N)n(Cc2ccccc2)c(=O)[nH]c1=O
  RXFP1 antagonist: 2.8
C[C@@H]1ON(C)[C@H]2C[C@H]3c4[nH]c5ccccc5c4CCN3C(=O)[C@@H]12
  RXFP1 antagonist: -3.2
O=[N+]([O-])c1ccc(NS(=O)(=O)N2CCOCC2)cc1
  RXFP1 antagonist: 2.0
O=C(COC(=O)c1ccc(Br)c(S(=O)(=O)N2CCOCC2)c1)NCCc1ccccc1
  RXFP1 antagonist: -9.6
CCOC(=O)CSCc1csc(CC(=O)Nc2ccccc2C)n1
  RXFP1 antagonist: -2.3
CC(=O)Nc1cc2c(cc1Cl)-c1ccccc1C2
  RXFP1 antagonist: -13.2
CC(C)(C)c1ccc(S(=O)(=O)NCCN2CCOCC2)cc1
  RXFP1 antagonist: -0.5
CCCCCCNc1c([N+](=O)[O-])cc(C)cc1[N+](=O)[O-]
  RXFP1 antagonist: -4.7
Cn1nnc2cc(NC(=O)Nc3ccccc3F)ccc21
  RXFP1 antagonist: -2.6
COC(=O)C(Sc1ccc(Cl)cc1)C1SC(=S)N(Cc2ccccc2)C1=O (configuration not stated)
  RXFP1 antagonist: -19.9
COc1ccc(Cl)cc1C(=O)NNC(=O)c1ccc(F)c(S(=O)(=O)N2CCOCC2)c1
  RXFP1 antagonist: -3.4
CC(C)C(=O)N1CCN(c2ccccc2NC(=S)NC(=O)/C=C/c2ccco2)CC1
  RXFP1 antagonist: -29.1

# Brought forward from above: three entries, then new ones.
COC(=O)C(Sc1ccc(Cl)cc1)C1SC(=S)N(Cc2ccccc2)C1=O (configuration not stated)
  RXFP1 antagonist: -19.9
COc1ccc(Cl)cc1C(=O)NNC(=O)c1ccc(F)c(S(=O)(=O)N2CCOCC2)c1
  RXFP1 antagonist: -3.4
CC(C)C(=O)N1CCN(c2ccccc2NC(=S)NC(=O)/C=C/c2ccco2)CC1
  RXFP1 antagonist: -29.1
Cc1ccc(O)c(CN(C)Cc2cc(C)ccc2O)c1
  RXFP1 antagonist: -10.6
O=C(Nc1cccc(S(=O)(=O)N2CCOCC2)c1)c1ccc(Cl)nc1
  RXFP1 antagonist: -10.9
CC(C)NC(=O)c1ccc(CONC(=O)OCc2ccccc2)cc1
  RXFP1 antagonist: -1.1
CC(=O)Nc1ccc2c(c1)C(=Nc1ccccc1)c1ccccc1-2
  RXFP1 antagonist: -18.6
COc1ccccc1CNC(=O)CN1C(=O)NC2(CCC(C)CC2)C1=O (configuration not stated)
  RXFP1 antagonist: -8.9
COC(=O)c1c(C)[nH]c(C(=O)OCc2csc(CC(=O)Nc3ccccc3C)n2)c1C
  RXFP1 antagonist: -5.9
Oc1ccc(CCNCCCCCCNCCc2ccccc2)cc1O
  RXFP1 antagonist: 12.9
COCCCN1C(=O)C(CC(=O)NCC2CCCCC2)CC(C(=O)N(C)C)=C1C (configuration not stated)
  RXFP1 antagonist: 2.4
CCc1c(C)nc2[nH]ncn2c1=O
  RXFP1 antagonist: -6.4
CC(=O)OC1C(=O)N(Cc2ccccc2)C1c1ccc(C)cc1 (configuration not stated)
  RXFP1 antagonist: -12.1
Clc1cc(/C=N\NC2=NCCN2)cc(Cl)n1
  RXFP1 antagonist: -0.8
C[C@H](CO)N1C[C@H](C)[C@H](CN(C)C(=O)Nc2cccc(C(F)(F)F)c2)OCc2cnnn2CCCC1=O
  RXFP1 antagonist: -0.6
Nc1ccc(S(=O)(=O)Nc2nccc(/C=C/c3cccc([N+](=O)[O-])c3)n2)cc1
  RXFP1 antagonist: 4.0
CC(=O)Nc1ccc(NC(=O)C(NC(=O)c2ccc(Cl)cc2)C(C)C)cc1 (configuration not stated)
  RXFP1 antagonist: -3.2
CCOC(=O)C1C(=O)C(=O)N(C(C)C)C1C(=O)OCC (configuration not stated)
  RXFP1 antagonist: 4.1

CCC1CCC2(CC1)NC(=O)N(CC(=O)NCc1ccc(Cl)cc1)C2=O (configuration not stated)
  RXFP1 antagonist: -4.4
O=C1C=C(c2ccccc2)CO1
  RXFP1 antagonist: -2.5
CN1C(C)(C)CC(=NO)CC1(C)C
  RXFP1 antagonist: -9.9
COc1cccc(C(=O)OCC(=O)N2CCc3ccccc3C2)c1OC
  RXFP1 antagonist: -6.6
COc1ccc2c(c1)C(=O)C1NC(=O)NC(=O)C1(Br)N2 (configuration not stated)
  RXFP1 antagonist: 1.4
Nc1ccc2c(c1)C(=NO)c1cc([N+](=O)[O-])ccc1-2
  RXFP1 antagonist: -24.7
O=C(c1ccc(Cl)cc1)C1CCN(C(=O)c2ccccc2F)CC1
  RXFP1 antagonist: -0.4
Cc1ccc(C(=O)O)c(NC=O)c1OCc1ccccc1
  RXFP1 antagonist: -6.3
CCOc1ccccc1N1CC(C(=O)NCCC2=CCCCC2)CC1=O (configuration not stated)
  RXFP1 antagonist: 0.5
O=C(Nc1cccc(S(=O)(=O)N2CCCCC2)c1)[C@@H]1CCCN1S(=O)(=O)c1ccccc1C(F)(F)F
  RXFP1 antagonist: -8.4
CC(C)CN(C(=O)CN(C)C(=O)Cc1c(F)cccc1Cl)c1c(N)n(CC(C)C)c(=O)[nH]c1=O
  RXFP1 antagonist: 6.2
c1ccc(-c2ccc(-c3ccccc3)[nH]2)cc1
  RXFP1 antagonist: -10.1
CCN(CC)C(=O)Cn1cc(S(=O)(=O)CC(=O)Nc2cccc(NC(C)=O)c2)c2ccccc21
  RXFP1 antagonist: 4.5
COc1ccccc1NC(=O)c1ccc(NC(=O)C2CC2)cc1
  RXFP1 antagonist: -7.2
CNC(=O)C1CN(C(=O)c2nn(Cc3ccccc3)c(=O)c3ccccc23)c2ccccc2O1 (configuration not stated)
  RXFP1 antagonist: -1.8

O=C(COC(=O)c1ccc(F)c([N+](=O)[O-])c1)NC(=O)NCc1ccccc1
  RXFP1 antagonist: -1.0
Cc1ccc(CNC(=O)CNC(=O)c2ccc(C(C)(C)C)cc2)n1C
  RXFP1 antagonist: -9.1
Cn1cnc([N+](=O)[O-])c1Sc1nc(N)nc2c1ncn2C1CC(O)C(CO)O1 (configuration not stated)
  RXFP1 antagonist: -15.7
ClCC(CNCc1ccccc1)c1ccccc1 (configuration not stated)
  RXFP1 antagonist: -12.9
O=C1NC(=O)C(c2ccccc2)(C2CCCC2)N1 (configuration not stated)
  RXFP1 antagonist: -3.2
CCCc1cc(=O)oc2cc(OCC(=O)NCCN3CCOCC3)c(Cl)cc12
  RXFP1 antagonist: -6.5
COc1ccccc1NS(=O)(=O)c1ccc(C)c(C(=O)NNC(=O)c2csc(N3CCOCC3)n2)c1
  RXFP1 antagonist: 6.8
O=C(NNC(=O)c1ccccc1Br)c1cnccn1
  RXFP1 antagonist: -2.5
Cc1ccc(S(=O)(=O)N2CCOCC2)cc1NC(=O)CNCc1ccc(Cl)cc1Cl
  RXFP1 antagonist: 4.8
Cc1ccccc1NC(=O)CN1CCCC1
  RXFP1 antagonist: 3.1
Cn1c(N)c(C(=O)COC(=O)/C=C/c2ccc(Cl)c(Cl)c2)c(=O)n(C)c1=O
  RXFP1 antagonist: 9.9
COC(=O)c1c(-c2ccccc2)[nH]c(-c2nccc3ccccc23)c1C(=O)OC
  RXFP1 antagonist: -1.6
Cn1c(N)c(C(=O)COC(=O)COc2cccc(Br)c2)c(=O)n(C)c1=O
  RXFP1 antagonist: 1.6
COc1cccc(Oc2ccc(S(=O)(=O)N3CCOCC3)cc2[N+](=O)[O-])c1
  RXFP1 antagonist: -5.8
CO[C@]12C[C@@H](COC(=O)c3cncc(Br)c3)CN(C)[C@@H]1Cc1cn(C)c3cccc2c13
  RXFP1 antagonist: -38.1

COc1cccc2ccc(CC(O)(c3ccccc3)c3ccccc3)nc12
  RXFP1 antagonist: 4.6
CCn1nc(C)cc1C(=O)N1CCCC(N2CCN(c3ccccc3OC)CC2)C1 (configuration not stated)
  RXFP1 antagonist: -14.7
CCCCn1c(N)c(N(CC(C)C)C(=O)c2cc(Br)c(Br)s2)c(=O)[nH]c1=O
  RXFP1 antagonist: -7.5
COc1ccc(Cl)cc1NC(=O)COC(=O)C1CC(=O)N(Cc2ccccc2)C1 (configuration not stated)
  RXFP1 antagonist: -1.2
C[C@@H]1CN([C@H](C)CO)C(=O)c2cc(Br)cnc2O[C@H]1CN(C)Cc1ccccc1
  RXFP1 antagonist: -18.1
NC(=N\N=CCc1ccccc1)/C(N)=N/N=CCc1ccccc1
  RXFP1 antagonist: 2.4
CCOC(=O)CC(S(=O)(=O)c1ccccc1)S(=O)(=O)c1ccccc1
  RXFP1 antagonist: 16.8
CCCNC(=O)C[C@@H]1C[C@@H]2c3cc(NS(=O)(=O)c4ccc(OC)cc4)ccc3O[C@@H]2[C@@H](CO)O1
  RXFP1 antagonist: -1.0
CCOC(=O)C1=C(COC(=O)c2ccc(Cl)c(S(=O)(=O)N3CCOCC3)c2)NC(=O)NC1C (configuration not stated)
  RXFP1 antagonist: -5.6
CC(=O)Nc1ccc(C=Cc2ccc([N+](=O)[O-])cc2)cc1
  RXFP1 antagonist: -3.0
C#CC(c1ccccc1)(c1ccccc1)n1ccnc1
  RXFP1 antagonist: 10.3
COC(=O)CC(CC(=O)OC)n1cccc1
  RXFP1 antagonist: -5.2
COc1ccccc1NC(=O)COC(=O)c1[nH]c(=O)[nH]c(=O)c1N
  RXFP1 antagonist: 6.5
COc1ccc2c(COC(=O)[C@H](C)NS(=O)(=O)c3ccccc3F)cc(=O)oc2c1
  RXFP1 antagonist: 5.0
COc1cccc2c(O)c(-c3ccccc3)c(=O)[nH]c12
  RXFP1 antagonist: 3.7

CCOC(=O)N1CCN(Cc2nc(-c3ccc(OC)cc3)no2)CC1
  RXFP1 antagonist: -11.6
COc1ncnc2c1ncn2CCCN[C@H](C)c1cccc2ccccc12
  RXFP1 antagonist: -6.2
C[C@@H]1CN([C@@H](C)CO)C(=O)c2cc(-c3ccccc3F)cnc2O[C@H]1CN(C)Cc1cccc(F)c1
  RXFP1 antagonist: -1.3
CC(=NNC(=O)CSc1nc2ccccc2o1)c1ccco1
  RXFP1 antagonist: -20.2
O=C(CCNC(=O)c1ccco1)NCc1ccc(C(=O)O)cc1
  RXFP1 antagonist: -15.7
CCCOc1ccc(/C=C/C(=O)N2CCN(C(=O)c3ccco3)CC2)cc1OC
  RXFP1 antagonist: 3.1
CNS(=O)(=O)c1cccc(C(=O)OCC(=O)c2ccc3[nH]c(=O)[nH]c3c2)c1
  RXFP1 antagonist: -8.7
O=CN1CCN(C(=O)Cc2ccc(Cl)cc2)CC1
  RXFP1 antagonist: 3.6
COc1cccc(C=NNC(=O)c2ccncc2)c1O
  RXFP1 antagonist: -8.2
Cc1noc(C)c1S(=O)(=O)N(C)C[C@H]1OCCCC[C@H](C)Oc2ccc(NC(=O)CCCN(C)C)cc2C(=O)N([C@H](C)CO)C[C@@H]1C
  RXFP1 antagonist: 4.6
Cc1ccc(C)c(NC(=O)CN(C)C(=O)CC2OC(=O)c3ccccc32)c1 (configuration not stated)
  RXFP1 antagonist: 2.1
CSCCC1NC(=O)N(CC(=O)Nc2cccc(S(=O)(=O)N3CCCCCC3)c2)C1=O (configuration not stated)
  RXFP1 antagonist: -9.2
O=S(=O)(Nc1ccc(-n2cnnn2)cc1)c1ccc(Cl)s1
  RXFP1 antagonist: -1.3
Cc1ccc(S(=O)(=O)N2CCOCC2)cc1C(=O)NCCc1ccc(Cl)cc1
  RXFP1 antagonist: -0.4
CC(=O)N(CC(=O)N(CC(=O)O)c1ccc(Cl)cc1)c1ccc(Cl)cc1
  RXFP1 antagonist: 3.0

# Rewritten with tabs: entries from further up
mol	RXFP1 antagonist
Cc1ccc(S(=O)(=O)N2CCOCC2)cc1NC(=O)CNCc1ccc(Cl)cc1Cl	4.8
Cc1ccccc1NC(=O)CN1CCCC1	3.1

# Next part:
CCCc1cc(-n2ccnc2C)n2c(nc3ccccc32)c1C#N
  RXFP1 antagonist: -3.3
COc1ccc(N2C[C@H](Cc3ccccc3)[C@@H](CC(=O)Nc3ccccc3)C2=O)cc1
  RXFP1 antagonist: 3.6
Cc1ccc(NC2=C(Cl)C(=O)OC2OC(=O)c2ccco2)c(C)c1 (configuration not stated)
  RXFP1 antagonist: 5.0
COc1ccc(-n2cnnc2SCC(=O)NC2CC2)cc1
  RXFP1 antagonist: 4.4
C/C(=N\NC(=O)c1nnn(-c2nonc2N)c1CSc1ccc(C)cc1)c1cccnc1
  RXFP1 antagonist: 11.2
Cc1ccc(S(=O)(=O)NCC(=O)NNC(=O)c2ccccc2Cl)cc1C
  RXFP1 antagonist: -4.2
CC(=O)Nc1ccc2c(O)cc(S(=O)(=O)O)cc2c1
  RXFP1 antagonist: 5.6
Nc1nc2c(ncn2CCC(CO)CO)c(=O)[nH]1
  RXFP1 antagonist: 8.5
NNC(=O)C1CCN(S(=O)(=O)c2ccc(Cl)cc2)CC1
  RXFP1 antagonist: -34.2
CC(=O)Oc1ccc(-c2cc3ccc(OC(C)=O)cc3oc2=O)cc1
  RXFP1 antagonist: 1.9
Cn1cnc2c(F)c(Nc3ccc(Br)cc3Cl)c(C(=O)NOCCO)cc21
  RXFP1 antagonist: -6.4
CN(Cc1nc2ccccc2c(=O)[nH]1)C(=O)C1CC(=O)N(c2cccc3ccccc23)C1 (configuration not stated)
  RXFP1 antagonist: 7.5
Cc1nnc(NS(=O)(=O)c2ccc(N=Nc3ccc(N)nc3N)cc2)s1
  RXFP1 antagonist: -1.1
CCn1c(N2CCN(C(c3ccccc3)c3ccccc3)CC2)nc2c1c(=O)[nH]c(=O)n2C
  RXFP1 antagonist: -8.3

# 6 compounds picked at random from those above, as already listed:
C/C(=N\NC(=O)c1nnn(-c2nonc2N)c1CSc1ccc(C)cc1)c1cccnc1
  RXFP1 antagonist: 11.2
Cn1cnc2c(F)c(Nc3ccc(Br)cc3Cl)c(C(=O)NOCCO)cc21
  RXFP1 antagonist: -6.4
CN(Cc1nc2ccccc2c(=O)[nH]1)C(=O)C1CC(=O)N(c2cccc3ccccc23)C1 (configuration not stated)
  RXFP1 antagonist: 7.5
Nc1nc2c(ncn2CCC(CO)CO)c(=O)[nH]1
  RXFP1 antagonist: 8.5
Cc1ccc(S(=O)(=O)NCC(=O)NNC(=O)c2ccccc2Cl)cc1C
  RXFP1 antagonist: -4.2
COc1ccc(-n2cnnc2SCC(=O)NC2CC2)cc1
  RXFP1 antagonist: 4.4
